Screening results: PubChem, several laboratories
ADAM17 inh = ADAM17 inhibitors, primary screen, biochemical, QFRET. Disintegrin and metalloproteinase domain-containing protein 17 (Homo sapiens), P78536. recombinant ADAM17, EDANS/DABCYL FRET peptide cleavage. inhibition, % at 6.95 µM. 370,000 compounds, 0.83% hits. AID 720648, 2013;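 active = inhibition above the mean of compounds lying between control limits plus 3 SD, set per campaign, cut at about 8.5% in these data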;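 note: 0% = DMSO-only wells as the low control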
PG9 binder = binders of HIV-1 gp120 antibody PG9, primary screen, biochemical, TR-FRET. HIV-1 gp120 / PG9 antibody interaction. inhibition, % at 6.7 µM. 360,000 compounds, 0.43% hits. TR-FRET gp120-PG9 antibody binding; in the data active = inhibition above about 8.5%
hgDAF12 agonist = H. glycines DAF-12 receptor agonists, primary screen, cell-based, luminescence, HEK293, GAL4 fusion, UAS-luciferase. Nuclear hormone receptor DAF-12 (Heterodera glycines), GAL4 fusion. HEK293 GAL4-hgDAF12 UAS-luciferase reporter, agonist luminescence; normalized to butyrate control. activation, % at 6.8 µM. 370,000 compounds, 1.8% hits. AID 687014, 2013;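 active = activation above a cutoff set at the mean of all screened compounds plus 3 SD, cut at about 10% in these data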;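 note: 0% = DMSO wells and 100% = sodium butyrate wells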
SMARCA2 activ = SMARCA2 (BRM) function activators, primary screen, cell-based, luminescence, high throughput; MG213 cells, MMTV-luciferase reporter, dexamethasone, overnight; activation, % at 9.1 µM; 370,000 compounds, 1% hits; AID 652017, 2013; in the data active = activation above about 7.8%;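 note: 0% = vehicle wells and 100% = reference activator wells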
DAX1 inh-1 = DAX1 (NR0B1) inhibitors, primary screen, cell-based, HEK293, Gal4-DAX1, luciferase luminescence | Nuclear receptor subfamily 0 group B member 1 (Homo sapiens), P51843 | HEK293 Gal4-DAX1 luciferase reporter | inhibition, % at 6.75 µM | 340,000 compounds, 0.99% hits | AID 504766, 2011;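 active = inhibition above the mean over all tested compounds plus 3 SD, cut at about 4.2% in these data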;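 note: 0% = DAX1-transfected cells with DMSO and 100% = empty-vector control cells with DMSO; inhibition shows as a rise in luminescence from relieved DAX1 repression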
Target sequence (P51843 207-470 limits assumed): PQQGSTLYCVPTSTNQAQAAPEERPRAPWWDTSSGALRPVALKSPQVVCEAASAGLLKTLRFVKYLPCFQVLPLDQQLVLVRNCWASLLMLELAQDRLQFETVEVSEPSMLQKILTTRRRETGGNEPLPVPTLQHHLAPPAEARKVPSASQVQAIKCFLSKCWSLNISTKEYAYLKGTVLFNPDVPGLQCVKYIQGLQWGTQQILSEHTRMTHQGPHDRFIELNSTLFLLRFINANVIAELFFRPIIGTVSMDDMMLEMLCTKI
ADAM10 inh = human ADAM10 inhibitors, primary screen, biochemical, QFRET, HTS | inhibition, % at 7 µM | recombinant ADAM10, EDANS/DABCYL FRET peptide cleavage, 3 h | Disintegrin and metalloproteinase domain-containing protein 10 (Homo sapiens), O14672 | 370,000 compounds, 0.62% hits | AID 720582, 2013;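 active = inhibition above a per-campaign cutoff equal to the mean of compounds falling between control-based bounds plus 3 SD, cut at about 20% in these data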;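 note: 0% = DMSO wells while the 100% control is not disclosed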
Target sequence (O14672 214-748 limits assumed): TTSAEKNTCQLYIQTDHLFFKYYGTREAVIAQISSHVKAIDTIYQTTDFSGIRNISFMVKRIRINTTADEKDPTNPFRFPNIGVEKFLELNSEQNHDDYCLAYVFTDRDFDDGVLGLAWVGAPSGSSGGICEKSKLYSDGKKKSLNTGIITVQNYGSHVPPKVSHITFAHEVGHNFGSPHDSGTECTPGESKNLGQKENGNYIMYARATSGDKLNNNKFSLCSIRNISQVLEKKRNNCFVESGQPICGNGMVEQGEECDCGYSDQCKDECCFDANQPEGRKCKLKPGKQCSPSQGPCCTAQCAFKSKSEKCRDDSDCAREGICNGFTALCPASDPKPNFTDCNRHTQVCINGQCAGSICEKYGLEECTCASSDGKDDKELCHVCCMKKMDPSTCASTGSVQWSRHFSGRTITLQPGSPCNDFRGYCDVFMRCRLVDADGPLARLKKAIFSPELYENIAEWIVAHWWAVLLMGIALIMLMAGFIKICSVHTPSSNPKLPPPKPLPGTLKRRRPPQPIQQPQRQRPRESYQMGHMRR
GAA850 FXN act = FXN promoter activators, primary screen, cell-based, luciferase luminescence, HEK293 lucGAA850; HEK293 lucGAA850 FXN promoter luciferase reporter, 24 h; percent of 10 µM SAHA response; activation, % at 6 µM; 360,000 compounds, 0.56% hits;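 active = activation above the average of all compounds screened plus 3 SD, cutoff fixed separately per campaign, cut at about 7.5% in these data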;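 note: 0% = DMSO wells and 100% = 10 µM SAHA wells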
NPR1 activator = GC-A stimulated cGMP production enhancers – HEK293 GC-A cells, cGMP TR-FRET, EC30 ANP, primary screen | Atrial natriuretic peptide receptor 1 (Homo sapiens), P16066 | 0% at EC30 ANP, 100% saturating ANP | activation, % at 10 µM | 370,000 compounds, 0.14% hits | AID 1671463, 2021; in the data active = activation above about 40%
hcDAF12 agonist = H. contortus DAF-12 nuclear receptor activators, primary screen, cell-based, luminescence, HEK293, lit1-tk-luc reporter | HEK293 hcDAF-12 lit1-tk-luc reporter; 0% DMSO, 100% Δ7-dafachronic acid | activation, % at 6.8 µM | 370,000 compounds, 1.4% hits | AID 652067, 2013;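 active = activation above the mean of all tested compounds plus 3 SD, cut at about 5.5% in these data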;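 note: 100% = response to 3 µM Δ7-dafachronic acid high control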
ssDAF12 agonist = S. stercoralis DAF-12 nuclear receptor activators, primary screen, cell-based, luminescence, HEK293, GRIP1 co-expression, lit1-tk-luc | Nuclear hormone receptor DAF-12 (Strongyloides stercoralis) | HEK293 ssDAF-12/GRIP1 lit1-tk-luc reporter; % of 3 µM dafachronic acid response | activation, % at 6.8 µM | 370,000 compounds, 1% hits | AID 652126, 2013;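 active = activation above the mean over all tested compounds plus 3 SD, cut at about 0.9% in these data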;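 note: 0% = DMSO-only wells and 100% = 3 µM delta7-dafachronic acid wells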
DAX1 inh-2 = DAX1 (NR0B1) inhibitors on StAR promoter, primary screen, cell-based, luminescence, SF-1 (NR5A1), full-length DAX-1; inhibition, % at 6.8 µM; AID 652010, 2013; 370,000 compounds, 1.1% hits; HEK293T StAR-luciferase reporter, SF-1/DAX-1 repression relief;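 active = inhibition above the mean over all tested compounds plus 3 SD, cut at about 3.6% in these data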;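 note: 0% = DAX-1 cells with DMSO and 100% = cells lacking DAX-1 with DMSO; higher inhibition means more luminescence from relief of DAX-1 repression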
An asterisk follows results filed as active.

SMILES | ADAM17 inh | PG9 binder | hgDAF12 agonist | SMARCA2 activ | DAX1 inh-1 | ADAM10 inh | GAA850 FXN act | NPR1 activator | hcDAF12 agonist | ssDAF12 agonist | DAX1 inh-2
NC(=O)CC(NC(=O)c1ccc(Br)cc1)c1ccc(NCc2ccc(F)c(F)c2)c([N+](=O)[O-])c1 (stereo not given) | -4 | -1.0 | -2.1 | 1 | 0.4 | 1 | 1.9 | -3 | -1.1 | -1.2 | 0.7
O=C(c1ccccc1)N1CCCN(c2nccc(C(F)(F)F)n2)CC1 | -6 | -1.2 | -0.2 | 0 | -1.4 | -20 | -1.4 | -2 | -0.3 | -1.6 | 0.7
CN1CCN(C2=CC(=O)OC23CCCCC3)CC1 | -5 | 0.4 | 1.4 | -4 | -0.9 | -2 | 2.4 | 4 | 0.6 | -1.4 | -0.5
Cc1ccc(C)c(NC(=S)NCc2ccc3c(c2)OCO3)c1 | -3 | -1.6 | 1.7 | 1 | -0.1 | -3 | 2.1 | 2 | 0.9 | -1.4 | -0.7
COc1ccc(O)c(C(=O)C2c3ccccc3C(=O)N2c2ccc(C)cc2)c1 (stereo not given) | -5 | -1.3 | 0.2 | 3 | 1.6 | -18 | 0.5 | -1 | 2.4 | -1.0 | -0.6
Cc1ccc(S(=O)(=O)Nc2cc(=O)[nH]c3c2CCC3)cc1 | 0 | -1.9 | -1.6 | -2 | -0.1 | -6 | 3.3 | -1 | -1.7 | -1.7 | -0.5
O=C(Cn1c(=O)cnc2ccccc21)Nc1cccc(S(=O)(=O)N2CCOCC2)c1 | -33 | -0.2 | 2.0 | -4 | 0.1 | -121 | 1.3 | -1 | -0.2 | -0.9 | -2.4
Cc1cc(NC(=O)COc2ccccc2C)no1 | -2 | 1.1 | 8.3 | 6 | 0.1 | 7 | 7.0 | -1 | 1.2 | -0.4 | 3.0
COc1ccc(-c2cc([C@H]3[C@H]4C=CC[C@@H](C)[C@@H]4C(=O)N3Cc3ccccc3)ccc2F)cc1 | 0 | -1.6 | 0.3 | 1 | 0.0 | -4 | -0.1 | -1 | -2.2 | -1.5 | -0.4
Cc1nnc(NC(=O)c2ccc(S(=O)(=O)N3CCCCCC3)cc2)o1 | -1 | -0.4 | -0.5 | 1 | 1.4 | 1 | -2.5 | 0 | 0.0 | -0.9 | 0.2
COc1ccc(Oc2nc(SC)nc3ccsc23)cc1 | 0 | 0.7 | -0.2 | 1 | 0.9 | 10 | 0.2 | 1 | -2.1 | -0.5 | -0.2
O=C(COc1ccc(C(=O)c2ccccc2)cc1)NC1CCCCCC1 | -1 | -1.9 | -4.0 | 0 | -2.4 | 5 | -1.2 | -3 | -2.6 | -1.4 | -1.3
Cc1c(/C=N/N2C(=O)C3C4C=CC(C4)C3C2=O)c2ccccc2n1C (stereo not given) | 0 | 1.2 | -0.9 | -2 | -0.8 | 2 | 0.2 | -2 | 0.9 | -1.5 | -0.1
Cc1noc(C)c1C(=O)N1CCC2(CC1)Oc1ccc(F)cc1C(=O)C21CC(c2ccc(Cl)cc2)=NO1 (stereo not given) | 6 | -0.5 | 0.3 | 1 | 0.5 | 12 | -2.3 | -3 | -1.6 | -1.3 | 0.1
CCOC(=O)C1=C(C)N=C2SC(C(=O)OC)=CC(=O)N2C1c1ccc(OC)cc1 (stereo not given) | -6 | 0.4 | 0.0 | -2 | -0.9 | -5 | -0.9 | -22 | -1.1 | -1.1 | 0.2
c1ccc(Sc2cccc3ccccc23)c(CNC2=NCCN2)c1 | 1 | 0.2 | -4.3 | 2 | -2.5 | 13 | -1.1 | 0 | 1.2 | -1.2 | -1.2
CSc1ncc(CN2CCN(C3CCCC3)C(CCO)C2)cn1 (stereo not given) | 0 | -0.9 | 0.7 | 2 | 2.4 | 5 | 1.0 | -2 | 0.5 | -1.1 | 0.8
CCOC(=O)/C(=C/c1ccc(OC(=O)c2ccccc2)cc1)C(C)=O | 1 | -1.7 | -0.3 | 5 | 0.7 | -2 | 2.5 | 28 | -1.6 | -0.8 | 0.5
CN(Cc1ccc(C(F)(F)F)cc1)C(=O)C1CCC(=O)N(C2CC2)C1 (stereo not given) | -1 | -1.6 | -3.7 | 1 | -0.2 | 3 | 1.6 | 0 | -2.0 | -0.5 | -0.6
Cc1ccc(CSc2nnc(Nc3ccc(C)cc3)s2)cc1 | -2 | -0.8 | 0.6 | -6 | -0.6 | -4 | -0.8 | 6 | -0.7 | -1.2 | -0.4
CC(C)CN1C(=O)c2ccc(C(=O)Nc3c[nH]c(=O)[nH]c3=O)cc2C1=O | 0 | -3.2 | 6.4 | 4 | 2.5 | 11 | 0.2 | -2 | 0.7 | -1.0 | -0.1
Cc1nc(N/C(N)=N/S(=O)(=O)c2ccccc2)nc2ccccc12 | -8 | 0.1 | -2.0 | -3 | -0.5 | -34 | 2.0 | 4 | -0.8 | -1.1 | -0.8
COC(=O)c1ccc(/C=N/NS(=O)(=O)c2cc(C)ccc2C)cc1 | -4 | -1.4 | 0.8 | -1 | 0.6 | -1 | 3.2 | 1 | -1.5 | -0.6 | 0.7
CCOc1nc(OCC)nc(-n2cc(-c3ccccc3)nn2)n1 | -6 | -1.8 | -1.0 | -1 | 1.5 | 1 | -1.6 | 0 | -0.3 | -1.3 | -0.1
CC(C)(C)C1CCC(CN2C(Nc3ccccc3)=NC[C@@H]2Cc2ccccc2)CC1 (stereo not given in full) | -1 | 0.0 | 4.3 | 1 | 0.8 | 1 | -0.9 | -4 | -0.7 | -1.0 | -0.5

Of the compounds above, 4 have an aryl thioether with sulfur outside any ring:
SMILES | ADAM17 inh | PG9 binder | hgDAF12 agonist | SMARCA2 activ | DAX1 inh-1 | ADAM10 inh | GAA850 FXN act | NPR1 activator | hcDAF12 agonist | ssDAF12 agonist | DAX1 inh-2
COc1ccc(Oc2nc(SC)nc3ccsc23)cc1 | 0 | 0.7 | -0.2 | 1 | 0.9 | 10 | 0.2 | 1 | -2.1 | -0.5 | -0.2
c1ccc(Sc2cccc3ccccc23)c(CNC2=NCCN2)c1 | 1 | 0.2 | -4.3 | 2 | -2.5 | 13 | -1.1 | 0 | 1.2 | -1.2 | -1.2
CSc1ncc(CN2CCN(C3CCCC3)C(CCO)C2)cn1 (stereo not given) | 0 | -0.9 | 0.7 | 2 | 2.4 | 5 | 1.0 | -2 | 0.5 | -1.1 | 0.8
Cc1ccc(CSc2nnc(Nc3ccc(C)cc3)s2)cc1 | -2 | -0.8 | 0.6 | -6 | -0.6 | -4 | -0.8 | 6 | -0.7 | -1.2 | -0.4

(next part)
SMILES | ADAM17 inh | PG9 binder | hgDAF12 agonist | SMARCA2 activ | DAX1 inh-1 | ADAM10 inh | GAA850 FXN act | NPR1 activator | hcDAF12 agonist | ssDAF12 agonist | DAX1 inh-2
COc1ccccc1S(=O)(=O)Nc1ccc(-c2nnc3n2CCCCC3)cc1 | -1 | 0.2 | -0.1 | -1 | 0.6 | -2 | -1.9 | -3 | -2.6 | -1.3 | -0.1
Cc1ccc(-c2nc(SC(C)C(=O)c3c(N)n(C)c(=O)n(C)c3=O)n[nH]2)cc1 (stereo not given) | -2 | -0.7 | 3.0 | 1 | -0.5 | 1 | 0.7 | -3 | 0.2 | -1.2 | -0.1
COc1ccc(-n2c(=O)cc(N3CCN(Cc4ccccc4)CC3)[nH]c2=O)cc1 | -2 | 0.7 | 0.5 | -1 | 1.2 | -24 | -1.0 | 12 | -0.1 | -1.6 | 1.3
COc1ccc(NC(=O)NC2CCCCCCC2)cc1 | -4 | -1.4 | 13* | 4 | 2.3 | -4 | 5.7 | 6 | 5.8* | 0.9* | 12*
COC(=O)c1nnn(CC(=O)NC(=O)Nc2ccccc2F)c1C(=O)OC | -3 | 0.6 | 0.1 | 5 | -0.4 | 1 | 2.0 | -2 | -1.4 | -1.5 | -0.4
O=C(CSCc1ccccc1Br)N/N=C/c1ccccc1C(=O)O | -4 | 0.8 | -0.2 | 1 | -1.2 | 2 | -1.4 | 1 | -2.1 | -0.6 | -0.4
Cc1nn(-c2ccccc2)c(C)c1C(=O)OCC(=O)N(C)C1CCS(=O)(=O)C1 (stereo not given) | -7 | -1.5 | 8.4 | 2 | 1.2 | -11 | 1.1 | 0 | 4.9 | 0.5 | 1.4
N#Cc1ccc(CSC2=NCCN2)cc1 | -1 | -1.2 | -3.1 | -1 | 2.5 | -5 | 3.0 | 5 | -0.7 | -0.9 | -0.5
Cc1cccc(NC(=O)c2ccccc2C(=O)Nc2cccc(C)c2)c1 | -2 | -0.3 | 1.0 | -3 | -1.2 | 13 | -1.4 | -2 | 2.3 | -0.4 | -0.4
COc1cccc(CNC(=O)CN2C(=O)COc3ccc(S(=O)(=O)N4CCOCC4)cc32)c1 | -4 | 1.0 | -4.7 | -2 | 0.6 | 2 | 0.2 | -1 | -0.4 | -0.8 | -0.1
COc1ccc(CC(=O)OCC(=O)NCc2ccc3c(c2)OCO3)cc1OC | 1 | 0.8 | 0.1 | -2 | 0.6 | -4 | -0.3 | 4 | 0.2 | -0.9 | -1.0
CCN1CCN(S(=O)(=O)Cc2ccccc2Cl)CC1 | -2 | 0.8 | -2.4 | -1 | 0.6 | -2 | -0.2 | -2 | -1.1 | -1.6 | -0.1
CCO[C@@H]1OC(C(=O)NC2CC2)=C[C@H](C2CC2)[C@H]1CCCO | -4 | 1.5 | -2.2 | 0 | 0.4 | -18 | -1.7 | 0 | 0.3 | -1.2 | -0.2
COc1ccc(N2C(=O)CCC(C(=O)N3CCCCC3)C2c2ccc(OC)c(OC)c2)cc1 (stereo not given) | -3 | 0.9 | 0.7 | 0 | -0.3 | -2 | 1.6 | -1 | -0.7 | -1.3 | -0.5
COCCN1Cc2cccc(C(=O)NCCCN3CCCC3=O)c2C1=O | -2 | -2.3 | 0.3 | 0 | -0.2 | 5 | -0.8 | -1 | -0.5 | -1.4 | -0.1
CC(=O)Nc1ccc(CN2CCCC(CO)(Cc3ccccc3C)C2)cc1 (stereo not given) | 0 | 0.6 | -1.4 | -2 | -0.1 | 4 | -4.2 | 1 | 0.0 | -1.3 | -0.5
COc1ccc(Cl)cc1NC(=O)CC(C)c1ccccc1 (stereo not given) | -2 | -1.9 | -1.5 | 1 | -1.2 | 4 | 0.4 | -20 | -1.1 | -1.0 | -0.1
